High-throughput results (PubChem)
GPR55 activation = GPR55 agonists via beta-arrestin recruitment, primary screen, imaging, U2OS cells, beta-arrestin-GFP redistribution (AID 1961); G-protein coupled receptor 55 (Homo sapiens); U2OS GPR55 beta-arrestin-GFP redistribution imaging; higher % means a stronger effect; activation, % at 10 µM; hits with a dose series show EC50 in µM; 290,000 compounds, 0.048% hits;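 active = activation above 40% with more than 50 cells counted in the well; inconclusive = wells holding fewer than 50 cells, flagged as toxic or sparse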;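 also: U2OS osteosarcoma cells stably expressing GPR55 and beta-arrestin-GFP; plate controls were DMSO negative control for no effect and LPI positive control for full effect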
Dengue-2 NS5 capping = Dengue-2 NS5 methyltransferase inhibitors, primary screen, biochemical, confirmation dose response (AID 588689); Genome polyprotein (Dengue virus type 2 (strain 16681-PDK53)); Dengue-2 NS5 methyltransferase capping enzyme assay, biochemical; higher % means a stronger effect; one-dose inhibition, % at 25 µM; IC50 in µM for titrated hits; 340,000 compounds, 0.3% hits; in the data active = a potency from the dose series; inconclusive = inhibition above about 29% without an active follow-up result
AID2073 = inhibitors of Mint1-CaV2.2 protein interaction, biochemical, HTRF (AID 2073); Voltage-dependent N-type calcium channel subunit alpha-1B (Homo sapiens); HTRF protein-protein interaction, Mint1-CaV2.2; higher % means a stronger effect; one-dose inhibition, % at 20 µM; IC50 in µM for titrated hits; 290,000 compounds, 0.19% hits; in the data active = inhibition mostly above about 51%, no sharp cut-off; inconclusive = no clear call, values can overlap the other calls; inactive = mostly below about 53%; also: some results filed as inactive read as strong as hits
Yfh1-off respiration = enhancers of respiration in Yfh1-depleted yeast, dose response, Friedreich's ataxia, plus single-dose screen (AID 1465). S. cerevisiae Yfh1-off respiration, WST-1 reduction, 72 h; higher fold induction means a stronger effect. one-dose fold induction at 50 µM; EC50 in µM for titrated hits. 220,000 compounds, 0.074% hits;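 active = fold induction of absorbance versus untreated yeast above a set limit, then at least 30% activation at any dose in follow-up; inconclusive = repeats straddling the limit, or above it without dose testing; inactive = fold induction below the set limit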;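 also: activators that raise dye reduction in frataxin-depleted yeast; strong numbers were not always called active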
GPR35 antagonists = GPR35 antagonists blocking zaprinast-driven arrestin recruitment, primary screen, imaging, U2OS, beta-arrestin-GFP, zaprinast agonist (AID 2058) | G-protein coupled receptor 35 (Homo sapiens) | U2OS GPR35 beta-arrestin-GFP translocation imaging, zaprinast antagonism; higher % means a stronger effect | one-dose inhibition, % at 10 µM; IC50 in µM for titrated hits | 290,000 compounds, 0.052% hits;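 active = inhibition of at least 50% with at least 30 cells and total cytoplasm GFP at most 10,000,000; inconclusive = under 30 cells or total GFP of 10,000,000 plus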
GPR55 antagonists = GPR55 antagonists blocking LPI-driven arrestin recruitment, primary screen, imaging, U2OS, beta-arrestin-GFP, LPI agonist (AID 2013); U2OS GPR55 beta-arrestin-GFP translocation imaging, LPI antagonism; higher % means a stronger effect; G-protein coupled receptor 55 (Homo sapiens); one-dose inhibition, % at 10 µM; IC50 in µM for titrated hits; 290,000 compounds, 0.13% hits;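 active = spots per cell inhibited over 60%, with over 100 cells counted and total cytoplasm intensity under 500,000; inconclusive = wells with under 100 cells, flagged as likely toxic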;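 also: U2OS cells stably carrying GPR55 and arrestin-GFP stimulated by 5 µM LPI near EC80; imaged beta-arrestin-GFP aggregate spots per cell after agonist stimulation; plate controls were LPI-stimulated DMSO wells for no effect and DMSO wells without LPI for full effect; some results filed as inactive read as strong as hits; confirmed hits need IC50 under 10 µM and bright autofluorescent wells are also inconclusive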
Rac1 GTP hydrolysis = MgcRacGAP GTPase-activating activity inhibitors, confirmation, biochemical, ADP Hunter fluorescence | Rac GTPase-activating protein 1 (Homo sapiens) | MgcRacGAP-stimulated Rac1 GTP hydrolysis, ADP Hunter fluorescence; higher % means a stronger effect; GST-tagged Rac1 F28L mutant substrate | inhibition, % at 30 µM, or IC50 in µM where a hit was titrated | 340,000 compounds, 0.6% hits | AID 624330, 2012;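 active = first-screen hits whose inhibition reached a set limit at any dose in the follow-up dose series; inconclusive = inhibition above the set first-screen limit but never retested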;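 also: fluorescence reports GDP produced by GAP-driven GTP hydrolysis; strong numbers were not always called active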
NTR1 ag = agonists of NTR1, primary screen, imaging, U2OS cells, beta-arrestin-GFP, high content (AID 493036); Neurotensin receptor type 1 (Homo sapiens), P30989; NTR1-U2OS beta-arrestin-GFP spot imaging, agonist mode; 330,000 compounds, 0.17% hits; activation, % at 20 µM;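 active = activation at or above 40% of the spot to cytoplasm intensity ratio, with at least 20 cells analyzed; inconclusive = wells under 20 cells, flagged as cytotoxic or low count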;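 also: 0% = DMSO without peptide and 100% = 100 nM NTR1 peptide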
Target sequence (P30989 whole entry, looked up): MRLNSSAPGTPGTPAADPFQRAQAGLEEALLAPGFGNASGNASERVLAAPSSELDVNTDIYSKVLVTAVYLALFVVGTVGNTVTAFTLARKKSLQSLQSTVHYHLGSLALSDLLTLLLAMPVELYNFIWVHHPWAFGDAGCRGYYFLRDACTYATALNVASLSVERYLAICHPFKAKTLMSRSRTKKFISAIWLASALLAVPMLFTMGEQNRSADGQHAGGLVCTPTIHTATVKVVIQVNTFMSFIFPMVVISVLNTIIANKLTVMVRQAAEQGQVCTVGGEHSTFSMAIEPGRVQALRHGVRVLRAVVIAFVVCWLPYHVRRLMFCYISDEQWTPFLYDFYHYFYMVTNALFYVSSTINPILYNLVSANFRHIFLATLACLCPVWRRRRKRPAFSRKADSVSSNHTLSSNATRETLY
SV40 large T antigen = SV40 large T antigen inhibitors, biochemical (AID 1903). SV40 large T antigen ATPase/helicase inhibition assay; higher % means a stronger effect. inhibition, % at 20 µM; hits with a dose series show IC50 in µM. 310,000 compounds, 0.39% hits; in the data active = a potency from the dose series; inconclusive = inhibition mostly from about 32% at the one dose, without a potency; inactive = the rest, 99 in 100 with inhibition below about 32%; also: strong numbers were not always called active
NTR1 ag cell count 20 µM = second read-out of NTR1 ag, no call of its own (marks repeat the call); cell count; measured here: cell count, cytotoxicity flag
Dengue-2 NS5 capping pilot replicate = second read-out of Dengue-2 NS5 capping, no call of its own (marks repeat the call); inhibition, %; measured here: pilot screen replicate inhibition
Starred values were filed as active, the others as inactive; i = inactive; ? = inconclusive; . = not tested or not shown.

SMILES | GPR55 activation | Dengue-2 NS5 capping | AID2073 | Yfh1-off respiration | GPR35 antagonists | GPR55 antagonists | Rac1 GTP hydrolysis | NTR1 ag | NTR1 ag cell count 20 µM | SV40 large T antigen | others
COc1ccc(N(C)S(=O)(=O)c2c(C)[nH]c(=O)[nH]c2=O)cc1 | 0.6% | -5% | -2% | i | -4% | 5% | 9% | 1.6 | 84 | 15%
CC1=CCC2C(=O)N(c3cc(C)on3)C(=O)C2C1 (stereo unspecified) | -0.4% | 4% | 0% | i | -9% | 86% | 11% | 0.6 | 41 | 6%
Cc1ccn2c(NC(=O)c3ccccc3)c(-c3ccccc3)nc2c1 | 0.5% | -3% | 6% | . | 3% | -3% | 17% | 1.4 | 69 | 8%
O=C(NCc1cccnc1)c1cc(-c2ccc(Cl)cc2)oc1C(F)(F)F | 0.0% | -5% | 4% | i | -3% | -12% | 13% | 1.3 | 62 | 13%
O/N=C(/c1ccccc1)c1cc2cc(Br)cc(Br)c2o1 | -0.1% | -6% | -15% | . | 14% | -5% | 3% | 17 | 101 | 12%
O=C(NCCc1c[nH]c2ccccc12)C1CCN(S(=O)(=O)c2ccccc2F)CC1 | -0.1% | 1% | 16% | i | 5% | -7% | 9% | 1.4 | 54 | 10%
CN(C)CCCN(C(=O)CCOc1ccccc1)c1nc2ccc(F)cc2s1 | 0.1% | -53% | -20% | i | 0% | 4% | -5% | . | . | -31%
COc1ccc(Cl)cc1C(=O)NCCCSc1ccccc1 | -0.2% | -4% | -2% | . | 2% | 0% | -8% | 1.2 | 47 | 9%
COc1cc(OC)c2c(OC)cccc2n1 | 0.6% | -8% | 4% | i | -7% | -1% | 0% | 3.7 | 42 | 26%
CSc1nncc(-c2ccc(F)c(F)c2)n1 | 0.0% | -5% | -1% | i | 11% | -11% | 10% | -1.3 | 93 | 12%
CCn1cc(C2Nc3ccccc3C(=O)N2O)c(C)n1 (stereo unspecified) | 0.2% | -3% | ? | i | -12% | 10% | 1% | 0.2 | 34 | -5%
CN([C@@H](C(=O)OC(C)(C)C)c1ccccc1)S(=O)(=O)c1cccc(S(=O)(=O)N(C)[C@@H](C(=O)OC(C)(C)C)c2ccccc2)c1 | -0.1% | 2% | 11% | . | -3% | 6% | 4% | 1.6 | 75 | 2%
O=C(CSc1nnnn1-c1ccccc1)c1cc2ccccc2oc1=O | -0.2% | -3% | 13% | i | 8% | 11% | 16% | 2.0 | 38 | 14%
Cc1ccc(S(=O)(=O)N/N=C/c2cccs2)cc1 | 0.1% | -2% | 8% | i | -12% | 12% | 13% | 1.3 | 75 | 9%
CCOC(=O)CSc1nnc(CNC(=O)c2ccc(S(=O)(=O)N3CCOCC3)cc2)n1C | 0.8% | -8% | 13% | i | 6% | 6% | 13% | -1.4 | 67 | 6%
Cc1ccccc1N(CC(=O)NCC1CCCO1)C(=O)C1(C)CC(=O)N=C2C=CC=CN21 (stereo unspecified) | -0.3% | -6% | 9% | i | 9% | -4% | -1% | -0.8 | 52 | 0%
COCCN(C(=O)CSc1nnc(-c2ccccc2F)n1C)c1c(N)n(Cc2ccccc2)c(=O)[nH]c1=O | 0.1% | 0% | 2% | i | -5% | -1% | -1% | 0.4 | 56 | 9%
Cc1nc(SCC(=O)Nc2ccccc2)c2oc3ccccc3c2n1 | 0.3% | -4% | 4% | i | 23% | 8% | 15% | 9.6 | 46 | 2%
CCc1nnc(NC(=O)c2ccc(S(=O)(=O)N3CCc4ccccc4C3)cc2)s1 | -0.5% | 2% | 2% | i | -3% | 17% | 10% | 1.3 | 56 | 2%
O=C(NNC(=O)c1sccc1-n1cccc1)Nc1ccc(F)cc1 | 0.8% | -18% | 43% | i | 14% | 1% | 11% | 0.2 | 26 | 23%
CCn1c(COc2ccccc2)nnc1SCC(=O)NCc1ccco1 | -0.1% | -7% | 3% | i | 7% | 13% | -3% | 2.1 | 72 | 8%
CC1CC(C)CN(S(=O)(=O)N2CCCC(C(=O)NCCCN3CCOCC3)C2)C1 (stereo unspecified) | -0.1% | -6% | 40% | . | 17% | -1% | 9% | -0.2 | 63 | 3%
O=C(Nc1cccs1)OCCN1CCN(Cc2ccccc2)CCC1=O | 0.0% | -6% | 10% | i | 0% | 5% | 15% | -3.1 | 85 | 13%
C=CCNCCCCOc1cccc(Br)c1 | -0.1% | 2% | -4% | i | -2% | 0% | 23% | -0.8 | 94 | 23%
COc1cccc2sc(N(CCCN(C)C)C(=O)CCS(=O)(=O)c3ccccc3)nc12 | -0.1% | -69% | -48% | . | 11% | -5% | -1% | 14 | 29 | -11%
CCCOc1ccc(C(=O)NNC(=S)NC(=O)c2cc(-c3ccc(Cl)cc3)nc3ccccc23)cc1 | -0.1% | -2% | -13% | i | 9% | 2% | 8% | 0.1 | 93 | 8%
O=C(c1ccc(NS(=O)(=O)c2ccc(F)cc2)cc1)N1CCN(c2ccccc2O)CC1 | 0.4% | 0% | -2% | . | -8% | 4% | 0% | 0.3 | 51 | 10%
O/N=C1\CC2(Cc3nonc31)OCCO2 | -0.2% | -9% | -9% | i | 17% | 0% | 0% | 0.8 | 56 | 5%
COc1cc(-c2cc(C(=O)N(C)Cc3ccccc3)c3ccccc3n2)cc(OC)c1OC | 0.6% | -9% | 32% | . | -4% | 15% | 10% | 2.8 | 45 | 10%
CCNS(=O)(=O)c1ccc(NC(=O)Cn2nc(C(F)(F)F)cc2C)cc1 | 0.0% | -4% | 11% | i | 10% | 15% | 20% | 1.5 | 29 | 17%
CC(C)c1ccc(NC2CCCN(C(=O)CC3CCCC3)C2)cc1 (stereo unspecified) | -0.1% | -17% | -16% | . | 7% | -25% | -17% | 2.1 | 60 | 0%
CCOC(=O)c1nnn2c1nc(N(CC)CC)c1ccccc12 | 0.2% | -3% | 11% | i | -4% | 3% | 5% | 2.6 | 65 | 9%
CSc1ccc(Cl)c(C(=O)NCC(C)C)c1 | -0.2% | 0% | -2% | i | -1% | 4% | 5% | -0.8 | 48 | -1%
C=CCC(C(=O)c1ccccc1)[N+](C)(C)CC=C (stereo unspecified) | -0.1% | 0% | -4% | i | 11% | 6% | 4% | 1.0 | 42 | 5%
COc1cccc(CN2CCC(C(=O)N3CCN(c4ccccc4F)CC3)CC2)c1OC | 0.3% | 0% | 3% | i | 10% | 11% | 15% | 2.1 | 52 | 12%
CCn1c(SCC(=O)N2CCOCC2)nnc1C(C)NC(=O)c1ccccc1 (stereo unspecified) | 0.4% | 4% | 4% | . | 48% | 2% | 4% | 0.1 | 72 | 10%
COC(=O)c1ccc(/C=N/OCC(=O)NCc2ccc(F)cc2)cc1 | -0.6% | -8% | 4% | i | -6% | 4% | 8% | -0.2 | 68 | 0%
CSc1nc(O)c(Cc2ccccc2)c(=O)[nH]1 | -0.1% | -3% | 0% | i | -2% | 12% | 1% | 1.2 | 43 | 2%
C=CCNC(=S)Nc1cccc2[nH]ncc12 | 0.1% | 3% | ? | i | -4% | 13% | 2% | 0.8 | 53 | -4%
O=[N+]([O-])c1ccc(S(=O)(=O)NCCS(=O)(=O)N2CCN(c3ccccc3)CC2)cc1 | -0.1% | -12% | 6% | . | -15% | 11% | 10% | 0.2 | 67 | 8%
COc1ccc(NC(=O)c2cc(C)no2)cc1Cl | -0.1% | -11% | -10% | . | 4% | 4% | 2% | 2.2 | 47 | -3%
Cc1ccccc1CC(=O)NC1CCCc2ccccc21 (stereo unspecified) | -0.1% | -6% | 12% | . | 0% | 2% | 4% | -0.2 | 77 | -5%
O=C(O)C1CCCN1S(=O)(=O)c1cccs1 (stereo unspecified) | -0.1% | . | -2% | i | 10% | -17% | . | . | . | 2%
CCc1ccc(NC(=O)Cn2c(=O)c3cccn3c3ccccc32)cc1 | -0.2% | -1% | -6% | . | 35% | 6% | 8% | 3.3 | 52 | -4%
CCc1nc(NCCC(C)C)c(C#N)c2c1CCCC2 | -0.1% | -3% | -3% | i | 9% | 2% | 5% | 7.9 | 47 | 22%
CCOC(=O)Nc1csnn1 | -0.1% | -3% | -1% | i | 12% | 7% | 8% | 0.6 | 76 | .
O=C(NC(=S)N1CCN(Cc2ccccc2)CC1)c1cccnc1 | 0.2% | -1% | -19% | i | 7% | 6% | 3% | 0.2 | 49 | 2%
COc1ccc(-c2ccc(SCC(=O)Nc3cccc(C(C)=O)c3)nn2)cc1OC | 0.6% | -3% | -2% | i | 12% | 3% | 7% | 4.1 | 55 | -1%
CC(=O)Nc1ccc(S(=O)(=O)NCc2cn3ccsc3n2)cc1 | -0.3% | 1% | 8% | i | -4% | 5% | 5% | 0.8 | 37 | 2%
Cc1ccc(NC2c3ccccc3C(=O)N2c2cccnc2)cc1 (stereo unspecified) | -0.1% | -3% | -9% | i | -7% | 5% | 3% | -0.2 | 52 | 24%
CCN(CC)c1ccc(NC(=O)c2ccc3c(c2)OCO3)c(C)c1 | -0.2% | -7% | -10% | . | -12% | -5% | 24% | 0.5 | 65 | 23% | Dengue-2 NS5 capping pilot replicate=-4.6
O=C(Nc1nc2c(c(=O)[nH]1)CCCC2)C1CC1 | 0.2% | -1% | -4% | i | -4% | 2% | 2% | -2.6 | 54 | 3%
CCOC(=O)C1CCCN(C(=O)c2cc(S(=O)(=O)N3CCCCC3)ccc2C)C1 (stereo unspecified) | 0.3% | 2% | 4% | i | -5% | 5% | 6% | 0.0 | 69 | 21%
Cc1cc(=O)[nH]c(SCc2nc3ccccc3n2Cc2ccccc2)n1 | -0.1% | -3% | -3% | i | -7% | -10% | -2% | 1.4 | 57 | 13%
Cc1cc(=O)oc2c(C)c3occc3cc12 | -0.2% | -8% | 9% | . | -2% | -24% | 8% | 1.5 | 61 | 8% | Dengue-2 NS5 capping pilot replicate=-4.0
